High-throughput results as filed in PubChem BioAssay.
BaF3 tox: counter-screen for JAK2V617F inhibitors: parental Ba/F3 viability inhibitors; hit rate 1.1% among 220,000; AID 1486; inhibition, % at 5.6 µM; CellTiter-Glo ATP luminescence;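 active means inhibition above a per-campaign cutoff, the mean inhibition of all tested compounds plus 3 SD, cut at about 27% in these data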;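 further: 0% = DMSO wells and 100% = JAK Inhibitor I control wells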
RBBP9 inhibitor: inhibitors of human serine hydrolase RBBP9 | O75884 | hit rate 0.2% among 220,000 | inhibition, % at 7.94 µM | recombinant RBBP9, FP-Rh probe fluorescence polarization;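 active means inhibition above the campaign mean of all tested compounds plus 3 SD, cut at about 14% in these data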;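 further: plate controls were DMSO wells with RBBP9 for no effect and wells lacking RBBP9 protein for full effect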
Target sequence (O75884 whole entry, looked up): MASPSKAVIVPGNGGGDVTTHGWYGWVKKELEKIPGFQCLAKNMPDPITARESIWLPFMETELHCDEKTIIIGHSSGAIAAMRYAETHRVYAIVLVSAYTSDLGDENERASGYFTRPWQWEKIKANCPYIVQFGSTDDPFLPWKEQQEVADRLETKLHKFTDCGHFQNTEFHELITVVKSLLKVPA
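Test system: recombinant human RBBP9. Quantity: 2.5 µM RBBP9 dispensing solution, before mixing. Detection: FP readout at 525/598 nm. Reagent: Serine-hydrolase probe FP-Rh, 375 nM pre-mixing. Measure: % inhibition. Control set: DMSO-treated enzyme wells and wells lacking RBBP9. Buffer or medium: Tris-NaCl-Pluronic buffer, pH 8.0. Times: preincubation 30 min plus labeling 45 min at 25 °C.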
PPC-1+TRAIL kill: kills PPC-1 cancer cells in the presence of TRAIL | PPC-1 cells + TRAIL, ATPLite viability luminescence | cell killing (% activity), % at 4 µM | hit rate 0.41% among 220,000 | AID 1443;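 active means cell killing above 50% in the first pass at 4 µM, then a duplicate retest at 5 µM averaging 50% or more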;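 further: plate controls were cells with TRAIL plus DMSO for no effect and medium-only wells lacking cells for full effect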
EP2 antag: inhibitors of human EP2 prostaglandin E2 receptor | P43116 | C6 glioma cells expressing human EP2, cAMP TR-FRET; cells stimulated with saturating PGE2 | inhibition, % at 25 µM | hit rate 0.52% among 260,000 | AID 1422;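 active means percent inhibition above 40 after rounding to a whole number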;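 further: rat C6 glioma host cells with rolipram phosphodiesterase inhibitor present; the protocol text gives 20 µM as final concentration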
Target sequence (P43116 whole entry, looked up): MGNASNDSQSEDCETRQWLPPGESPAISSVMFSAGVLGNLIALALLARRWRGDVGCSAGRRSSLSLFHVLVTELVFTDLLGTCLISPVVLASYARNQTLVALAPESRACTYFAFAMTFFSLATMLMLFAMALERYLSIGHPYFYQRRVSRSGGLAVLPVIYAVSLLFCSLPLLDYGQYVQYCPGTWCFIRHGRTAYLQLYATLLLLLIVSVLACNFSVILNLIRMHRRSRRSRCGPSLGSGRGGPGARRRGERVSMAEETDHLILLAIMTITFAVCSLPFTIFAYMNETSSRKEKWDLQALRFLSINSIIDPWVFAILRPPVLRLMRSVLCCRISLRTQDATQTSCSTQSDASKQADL
Ba/F3 V617F tox: reduce viability of Ba/F3 cells dependent on JAK2V617F. Ba/F3 EpoR-JAK2V617F viability, ATP luminescence. inhibition, % at 5.6 µM. hit rate 1.1% among 220,000. AID 1446;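 active means inhibition above the campaign mean plus 3 SD over all tested compounds, cut at about 24% in these data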;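 further: cytokine-independent growth of Ba/F3 cells driven by EpoR plus mutant JAK2; 0% = DMSO-treated cells and 100% = JAK inhibitor I control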
p97 inhibitor: blocks human p97 ATPase activity; P55072; recombinant p97 ATPase, Kinase-Glo ATP luminescence, 3 h; inhibition, % at 8 µM; hit rate 0.42% among 220,000; in the data active means inhibition above about 15%;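 further: 0% = DMSO vehicle and 100% = wells lacking enzyme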
Tb hexokinase: T. brucei hexokinase 1 inhibition; recombinant TbHK1, G6PDH-coupled NADH A340; inhibition, % at 10 µM; hit rate 0.11% among 220,000; AID 1430;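 active means inhibition of 50% or more in the single-dose primary screen; inactive means inhibition below 50%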
p47phox inh: inhibitors of human p47phox binding; P14598; p47phox/p22phox peptide binding, fluorescence polarization, 2 h; inhibition, % at 24.7 µM; hit rate 0.53% among 220,000; AID 1274;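 active means inhibition above about 30%, limit read from the data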;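 further: 0% = p47phox with labelled peptide and 100% = labelled peptide alone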
Target sequence (P14598 whole entry, looked up): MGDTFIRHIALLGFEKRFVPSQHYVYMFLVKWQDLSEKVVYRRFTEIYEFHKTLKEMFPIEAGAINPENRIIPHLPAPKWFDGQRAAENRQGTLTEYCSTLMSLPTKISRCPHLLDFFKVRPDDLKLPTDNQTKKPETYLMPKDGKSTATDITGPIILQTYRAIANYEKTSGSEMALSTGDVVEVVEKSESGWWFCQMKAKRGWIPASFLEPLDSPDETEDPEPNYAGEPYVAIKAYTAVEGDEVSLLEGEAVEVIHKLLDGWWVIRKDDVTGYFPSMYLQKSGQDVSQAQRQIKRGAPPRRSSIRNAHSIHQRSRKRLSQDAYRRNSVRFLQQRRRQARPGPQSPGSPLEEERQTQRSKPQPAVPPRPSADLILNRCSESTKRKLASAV
Furin inh: inhibitors of human furin; inhibition, % at 30 µM; hit rate 0.061% among 220,000; P09958; purified furin, fluorogenic substrate cleavage; in the data active means inhibition above about 25%; further: inactives centre near -15
* marks the source's active call; other numbers are inactive results; / = not tested or not shown; & = joins results of further samples; [ ] = remark or other dose.

SMILES	BaF3 tox	RBBP9 inhibitor	PPC-1+TRAIL kill	EP2 antag	Ba/F3 V617F tox	p97 inhibitor	Tb hexokinase	p47phox inh	Furin inh
O=S(=O)(c1ccc(F)cc1)n1ccc(-c2cnc(-c3ccccc3)s2)n1	1	-4	15	11	-4	3	-7	-13	-25[20 µM]
C#CCSc1[nH]c(=O)cc(C)c1C#N	-2	-3	/	8	-7	5	-1	5	-19
COc1ccc2c(c1)c(=O)oc1cc(OCC(=O)NC3CC3)ccc12	0	-14	-13	11	2	-4	3	-7	-4[20 µM]
COc1ccc(C2CC(c3ccc(OC)c(OC)c3)=NN2S(C)(=O)=O)cc1 (stereo not given)	1	2	2	10	-2	6	-9	-103	-20
CCN(CC(=O)Nc1c(F)cccc1F)C(=O)Cc1ccccc1	5	-3	16	10	-2	2	1	-6	-29
CCN(CC)C(=O)CSc1nc(O)cc(=O)n1C	5	0	-15	3	-5	2	-1	-14	20[20 µM]
CC(=O)Nc1nn(C)c2nc(C)cc(C)c12	5	-5	10	12	4	-3	9	-4	-9
CCN(CC)CCn1c2ccccc2c2cnc(N=CN(C)C)c(C#N)c21	4	-5	18	15	-3	-2	-32	/	-18
COc1ccc(-n2c(=O)[nH]c3c(C(N)=O)nc(C4CCCCC4)nc32)cc1	2	-6	-5	12	-4	3	-2	-1	-12
CCCCCNc1nc(N2CCCC2)c2c(c1C#N)CCN(C)C2	10	0	6	15	-2	1	-15	-13	11
Cc1c(N(C(=O)c2cc(=O)[nH]c3ccccc23)C(C)C)c(=O)n(-c2ccccc2)n1C	2	-3	-15	7	-3	4	-7	-1	-12
COc1cc2c(cc1OC)C(C)N(C(=O)c1sc(-c3cnccn3)nc1C)CC2 (stereo not given)	8	-9	26	7	-2	6	-36	-15	-10
CC(C)(C)c1ccc(/C=C/C(=O)O)s1	9	-6	23	7	1	3	-15	3	-22
COc1ccccc1/C=C/C(C)=O	5	-7	8	6	-3	1	-7	-2	-18
CCSc1nnc(NC(=O)C2CCN(S(=O)(=O)c3ccccc3C(F)(F)F)CC2)s1	-2	-4	-2	9	-4	2	28	-33	-15
C=CC[N+]1(CC=C)CCOCC1	7	-3	18	16&2	-3	2	-1	-5	-22
CC(C)(C)NC(=O)NC(=O)COC(=O)Cc1c(Cl)cccc1Cl	5	-2	-4	3	2	0	-6	-8	-25
Cc1cccc(Cc2ccc(Cl)nn2)c1	1	1	8	13	-2	9	-8	-8	-25
Cc1ccccc1CN(c1ccc(C(=O)NCc2ccccn2)cc1)S(C)(=O)=O	10	-1	38	9	1	4	3	-17	-23
COC(=O)c1ccc(NC2c3ncccc3C(=O)N2Cc2cccs2)cc1 (stereo not given)	6	-1	9	3	1	3	-6	-3	-23
COc1cccc(C2CC(C(F)(F)F)n3ncc(C(=O)Nc4c(C)n(C)n(-c5ccccc5)c4=O)c3N2)c1 (stereo not given)	2	-2	12	21	-3	-1	2	4	-25[20 µM]
Cc1onc(-c2ccccc2)c1C(=O)NNC(=S)NC(=O)c1ccc(F)cc1	3	-6	11	9	-2	2	3	2	-15
CCn1c(C(C)NC(=O)c2cccc(C)c2)nc2ccccc21 (stereo not given)	7	-6	29	11	-4	2	1	-9	-32
Cc1cc(=O)[nH]c2c(C)c(Cl)ccc12	6	0	14	4	4	-6	-14	-21	-11
CCOC(=O)c1cccnc1SCC(=O)NC(C)CC (stereo not given)	-1	-10	3	8	-1	0	0	-17	-19[20 µM]
O=C(NNC(=S)NCc1ccc(Cl)cc1)c1ccc2c(c1)OCO2	3	1	-20	5	-1	2	-6	3	-32
Cc1cc(C)cc(NC(=O)Nc2cc(-c3ccccc3)nn2C)c1	-3	4	4	12	0	1	-7	-2	-7
COc1ccc(/C=C/C(=O)c2ccc[nH]2)cc1OC	3	11	11	9	-1	1	-40	-9	1[20 µM]
Nc1nnc(-c2cc3c(ccc4ccccc43)oc2=O)s1	5	-7	22	6	4	3	-10	16	-15
Cn1ncc([N+](=O)[O-])c1C(=O)Nc1ccc(C2CCCCC2)cc1	2	-6	-12	0	3	-2	7	9	-13
Nc1ncncc1-c1ccc(Cl)cc1	-3	5	3	2	-4	4	-8	-5	-23
O=C(c1ccc2c(c1)OCO2)N1CCC2(CC1)Oc1ccc(F)cc1C(=O)C21CC(c2ccccc2)=NO1 (stereo not given)	/	/	3	6	/	/	-20	3	-24
CCOC(=O)CC(=O)c1cc(OC)c(OC)c(OC)c1	6	-9	16	5	3	-3	-10	-12	-24[20 µM]
Cc1[nH]c2ccccc2c1C(c1ccccn1)c1c(C)[nH]c2ccccc12	-1	-2	-2	3	-1	4	0	-11	-9[20 µM]
Cc1nccn1CCCN1C(=O)OC2(CCCCC2)C1(C)O (stereo not given)	1	-7	4	7	3	-6	-1	-9	-19[20 µM]
O=C(O)c1ccc(N=Nc2c(O)[nH]c3cc(Cl)ccc23)cc1	-4	0	6	6	-2	9	-15	-32	-13
O=[N+]([O-])c1sccc1CS(=O)(=O)c1ccccc1	-3	-13	16	4	-2	4	-17	1	-13
Cn1cnnc1SCCn1c(N2CCCCC2)nc2c1c(=O)[nH]c(=O)n2C	1	6	5[5 µM]	1	-2	2	16	-5	-11
Nc1ncnc(N(c2ccccc2)C2CCCCC2)c1[N+](=O)[O-]	1	-6	4	5	-2	1	1	-1	-16[20 µM]
CCCC1CC(CSC(=N)N)OC1=O (stereo not given)	2	-7	1	11	-3	1	-5	-8	-22[20 µM]
O=C(O)C(Cc1ccccc1)n1cccc1 (stereo not given)	-2	-6	-5	8	-4	8	11	-13	-28
COc1cc2[nH]c(=S)n(C3CC3)c(=O)c2cc1OC	1	1	10	8	-1	4	-14	0	-14
N=C1c2ccccc2CN1c1ccc(N2CCOCC2)c(S(=O)(=O)Nc2ccc(Cl)cc2)c1	1	-6	-8	3	1	12	1	-4	-12
COC(=O)/C(=N/Nc1ccccc1)N1CCCc2ccccc21	7	-8	11	6	0	1	-25	-10	-6
CCOC(=O)Cc1csc(NC(=O)CSc2nnc(C(C)C)n2CC)n1	5	1	24	18	-1	2	3	-6	-7[20 µM]
CCN(CC)S(=O)(=O)c1cnccc1N1CCN(c2cccc(Cl)c2)CC1	5	-2	14	17	-4	-2	-2	0	-15
Nc1c2nc(-c3ccccc3Cl)[nH]c(=O)c2nc(=O)n1-c1ccccc1	1	-2	10	3	-3	6	-18	-22	-24
Cc1ccc(S(=O)(=O)CC(=O)Nc2ccc(S(=O)(=O)Nc3onc(C)c3C)cc2)cc1	-1	-3	21	6	-2	2	-4	-92	-15[20 µM]
O=C(CN1C(=O)C2C3C=CC(C3)C2C1=O)N1CC=C(c2ccccc2)CC1 (stereo not given)	-1	-5	4	13	-2	4	1	-5	-13
O=C(NCCc1cn2ccccc2n1)C1CCCCC1	6	-1	28	11	2	8	-1	-13	-9
O=c1[nH]c2cc3c(cc2cc1CN(CCO)S(=O)(=O)c1ccccc1)OCCO3	3	-7	8	6	-2	2	-30	1	-21
Cc1ccccc1C(=O)N1CCN(c2ccc(NC(=S)NC(=O)c3cccs3)cc2)CC1	2	-14	28	8	3	-3	-4	-4	-21
COc1ccc(NC(=S)N(CCN(C)C)Cc2cccs2)cc1	0	1	6	9	-4	5	-1	6	-22
N#C/C(=C\c1ccc(-c2ccccc2Cl)o1)C(=O)Nc1nc2ccccc2s1	4	-1	7	11	1	2	6	4	-4
Cc1cccc(C)c1NC(=O)CN	-2	5	-17	8	-5	4	-6	-3	-22
Cc1ccc(/C=C/C(=O)N2CCc3ccccc32)o1	2	-2	0	5	2	3	-28	-38	0
O=[N+]([O-])c1ccc(/C=N/n2cn[nH]c2=S)cc1	-1	0	9	12	-4	4	-21	-8	-24
Cc1cc(C)c(NC(=O)CN(c2ccccc2)S(=O)(=O)N(C)C)c(C)c1	2	-1	6	4	-2	-7	8	-10	-3[20 µM]
Cc1ccc(-n2c(C)cc(C(=O)CSc3nncs3)c2C)cc1	4	-10	21	7	1	-4	-1	-13	-9
COc1ccc(Br)cc1C(=O)Nc1nnn(C)n1	5	-1	12	14	2	-7	0	-8	-12[20 µM]

Continued:
SMILES	BaF3 tox	RBBP9 inhibitor	PPC-1+TRAIL kill	EP2 antag	Ba/F3 V617F tox	p97 inhibitor	Tb hexokinase	p47phox inh	Furin inh
O=C(Nc1ccc2[nH]c(=S)sc2c1)Nc1ccccc1F	2	-8	17	15	4	8	-9	-12	-2
CCCc1noc2c1/C(=N\O)CC(CC(C)SCC)C2 (stereo not given)	-3	-3	9	4	-1	-5	-14	-26	-16
O=C(CSc1ncccn1)NCc1ccc(Cl)cc1	5	-5	14	4	4	-2	9	-6	6
COc1ccc(/C=C/c2cc(-c3ccc(C)cc3)o[n+]2C)cc1	93*	-5	42	9	101*	4	-83	-10	3[20 µM]
O=C(NCc1ccccc1)N1CCC(CO)(Cc2cccc(F)c2)CC1	0	-10	4	10	-1	-2	6	-5	-21
CC1CC(C(F)F)n2nc(C(=O)Nc3sc4c(c3C#N)CCC(C(C)(C)C)C4)nc2N1 (stereo not given)	3	-3	10	7	-4	5	-9	-12	-28[20 µM]
COc1cc(C(=O)N/N=C/c2sc(=O)n(-c3ccccc3)c2Cl)cc(OC)c1OC	5	-4	19	6	6	-2	-11	-28	-12
O=C(COc1ccc2c(C(F)(F)F)cc(=O)oc2c1)Nc1ccc2c(c1)OCCO2	7	-5	43	9	-4	0	-8	4	-12[20 µM]
CCOC(=O)c1cc2ccc(OC(=O)c3ccco3)cc2oc1=O	3	1	24	8	-2	1	-6	-15	-17[20 µM]
CCC(CC)C(=O)Nc1nnc(SCC(=O)NC(C)(C)C)s1	7	-12	-6	4	-4	3	7	-5	-28
CCn1c(CNC(=O)c2ccccc2F)nnc1SCC(=O)NC1CCCCC1C (stereo not given)	2	-4	-7	3&4	2	1	-2	-6	-16
COc1cccc(/C=C2\N=C(c3c(-c4ccccc4)noc3C)OC2=O)c1	-1	4	4	0	-2	0	-2	-13	-1[20 µM]
N#Cc1c2c(c(NCCOCCO)n3c1nc1ccccc13)CCCC2	10	-8	12	9	2	6	-5	11	-26
COc1ccc(NC(=S)N2CCN(Cc3ccccc3)CC2)cc1	8	-4	-11	10	-1	1	0	-1	-21
CCOc1cc(S(=O)(=O)N(Cc2ccccc2)Cc2ccccc2)c(OCC)cc1-n1cnnn1	2	-1	11	/	-3	-6	-3	-4	-10[20 µM]
O=c1c([N+](=O)[O-])c(NC2CCCCC2)c2ccccc2n1-c1ccccc1	2	-3	15	7	-1	4	0	-9	-25[20 µM]
COC(=O)Nc1nnc(CC(=O)Nc2ccccc2C)s1	1	-6	-8	16	-4	7	1	-11	-7[20 µM]
CCOC(=O)Cc1csc(NC(=O)CSc2nnc(-c3ccncc3)o2)n1	5	-7	10	8	-1	0	3	8	-13

5 entries out of the list, sorted by number of heavy atoms, rising:
SMILES	BaF3 tox	RBBP9 inhibitor	PPC-1+TRAIL kill	EP2 antag	Ba/F3 V617F tox	p97 inhibitor	Tb hexokinase	p47phox inh	Furin inh
COC(=O)Nc1nnc(CC(=O)Nc2ccccc2C)s1	1	-6	-8	16	-4	7	1	-11	-7[20 µM]
COc1ccc(NC(=S)N2CCN(Cc3ccccc3)CC2)cc1	8	-4	-11	10	-1	1	0	-1	-21
O=c1c([N+](=O)[O-])c(NC2CCCCC2)c2ccccc2n1-c1ccccc1	2	-3	15	7	-1	4	0	-9	-25[20 µM]
CCn1c(CNC(=O)c2ccccc2F)nnc1SCC(=O)NC1CCCCC1C (stereo not given)	2	-4	-7	3&4	2	1	-2	-6	-16
CCOc1cc(S(=O)(=O)N(Cc2ccccc2)Cc2ccccc2)c(OCC)cc1-n1cnnn1	2	-1	11	/	-3	-6	-3	-4	-10[20 µM]

These rows are one share of the data, so the mix of outcomes need not match the whole.
